From PubChem
RAD52 inh = blocks human RAD52 DNA annealing; 360,000 compounds, 0.46% hits; inhibition, % at 18.7 µM; AID 651710; recombinant RAD52 DNA annealing, FRET fluorescence;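 active means every replicate showing at least 50% inhibition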
PglD inh = inhibitors of Campylobacter jejuni PglD acetyltransferase; 360,000 compounds, 0.098% hits; purified PglD enzyme, DTNB colorimetric CoA detection; AID 602405; inhibition, % at 12.5 µM; in the data active means inhibition above about 16%, passing the limit was not always enough; further: strong numbers were not always called active
miR-122 sensor = miR-122 inhibition in Huh7 cells; 340,000 compounds, 0.3% hits; AID 602342; Huh7 miR-122 Renilla luciferase sensor, 48 h; neutral wells = 0, positive control = 100; activation (reporter increase), % at 12.5 µM;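 active means mean replicate activation score at least 90 and every replicate individually at or above 90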;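 further: higher luciferase means less miR-122 activity so hits act as miR-122 inhibitors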
Cneo AK release = Cryptococcus neoformans lysis via adenylate kinase release. lysis activity, % at 15 µM. AID 651654. 360,000 compounds, 0.2% hits. C. neoformans lysis, adenylate kinase release luminescence, 4 h; normalised: neutral wells 0, clomiphene wells 100;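 active means mean lysis activity across replicates of at least 80%, whatever share of replicates individually reach that level; inactive means mean lysis activity below 80%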
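Material – log-phase Cryptococcus neoformans yeast cells · Input – 5 × 10^6 yeast cells/mL · Medium – fresh YPD growth medium · Doses – single compound concentration per well · Timing – static 4 h at 37 °C with compound, 1 h detection · Detection – adenylate kinase release luminescence · Read-out – signal increase indicating cell lysis · Control set – Clomiphene as positive lysis control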
ERAP1 inh = blocks human ERAP1 aminopeptidase activity; AID 652197; inhibition, % at 10.7 µM; 340,000 compounds, 0.15% hits; Q9NZ08; recombinant ERAP1, Leu-AMC fluorescence, 60 min;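 active means mean replicate inhibition of at least 30%, or all replicates individually reaching that 30% level; inactive means mean below 30% and not every replicate reaching it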;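 further: 0% = neutral control wells and 100% = L-leucinethiol positive control wells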
Target sequence (Q9NZ08 whole entry, looked up): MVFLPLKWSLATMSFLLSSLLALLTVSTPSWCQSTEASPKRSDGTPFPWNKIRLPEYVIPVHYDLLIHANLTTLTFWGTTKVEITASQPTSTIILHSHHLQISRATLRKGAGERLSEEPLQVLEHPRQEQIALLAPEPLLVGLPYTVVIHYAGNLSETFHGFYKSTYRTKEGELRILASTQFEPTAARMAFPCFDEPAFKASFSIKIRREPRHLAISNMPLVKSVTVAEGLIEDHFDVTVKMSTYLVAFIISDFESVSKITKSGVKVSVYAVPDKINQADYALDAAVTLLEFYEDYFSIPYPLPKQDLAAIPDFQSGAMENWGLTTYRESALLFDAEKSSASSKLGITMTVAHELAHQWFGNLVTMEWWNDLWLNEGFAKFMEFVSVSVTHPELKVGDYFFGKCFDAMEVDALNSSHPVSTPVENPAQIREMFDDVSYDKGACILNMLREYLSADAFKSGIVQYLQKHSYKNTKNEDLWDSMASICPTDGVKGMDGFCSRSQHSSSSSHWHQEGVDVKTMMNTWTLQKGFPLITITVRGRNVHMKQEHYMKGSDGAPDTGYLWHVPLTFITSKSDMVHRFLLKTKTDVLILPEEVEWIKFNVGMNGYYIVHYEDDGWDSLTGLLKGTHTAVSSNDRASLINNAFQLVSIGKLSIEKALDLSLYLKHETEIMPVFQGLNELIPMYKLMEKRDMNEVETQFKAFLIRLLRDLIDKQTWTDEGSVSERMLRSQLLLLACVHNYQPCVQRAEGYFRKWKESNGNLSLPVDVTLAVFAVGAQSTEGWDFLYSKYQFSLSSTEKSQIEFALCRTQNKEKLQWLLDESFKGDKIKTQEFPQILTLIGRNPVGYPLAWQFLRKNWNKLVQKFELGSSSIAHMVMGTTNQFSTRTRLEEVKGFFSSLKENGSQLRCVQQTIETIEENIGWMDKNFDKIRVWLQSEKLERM
PGC1a acetyl inh = modulators of PGC1a acetylation | 350,000 compounds, 0.17% hits | inhibition, % at 15.6 µM | AID 651687 | U2OS PGC1a acetylation, AlphaScreen anti-acetyl-lysine; with virally co-expressed GCN5 acetyltransferase;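 active means every replicate shows inhibition of at least 40%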;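 further: 0% = neutral control wells and 100% = positive control wells; some results beyond the cut were filed as inactive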
RAD54 inh = blocks human RAD54 Holliday junction branch migration; Q92698; FAM/BHQ fluorescence; inhibition, % at 10.4 µM; 360,000 compounds, 0.14% hits;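 active means mean normalized replicate activity at least 40 and at least half of replicates scoring 40 or more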;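 further: 0% = median of neutral control wells and 100% = median of positive control wells; inhibitors cause a drop in the FAM fluorescence signal; in these data hits start at about 50%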
E-sel inducer = induces E-selectin expression in human endothelial cells. HUVEC E-selectin immunofluorescence imaging; normalized: neutral wells 0, TNF-alpha wells 100. activation, % at 7.58 µM. 260,000 compounds, 0.37% hits;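 active means mean E-selectin-positive cell signal at least 10% of the positive control, reached in at least 60% of replicates, without over 20% cell loss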;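 further: in these data hits start at about 27%; measured in HUVEC primary endothelial cells; signal is the percent of cells scored E-selectin positive by PE staining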
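Assay system: HUVEC primary endothelial cells. Input: 3,000 HUVEC seeded per well. Doses: one compound dose added by pin transfer. Read-out basis: % PE-positive cells. Benchmarks: TNF-alpha high, DMSO low. Detection: immunofluorescence imaging. Buffer or medium: EGM-2, gelatin.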
Active calls of the source: *; x = no result given; & = joins results of further samples; [ ] = remark or other dose.

SMILES	RAD52 inh	PglD inh	miR-122 sensor	Cneo AK release	ERAP1 inh	PGC1a acetyl inh	RAD54 inh	E-sel inducer
CCSC1=C(C#N)C2(CCCCC2)C(C#N)C(=O)N1 (stereo not drawn)	x	3	-2	11	x	-6	0	x
CC(C)(C)c1cc(CCC(=O)N2CCCC2)cc(C(C)(C)C)c1O	-15	2	-4	1	3	-6	10	x
COc1cn(-c2ccccc2)nc1C(=O)NCc1ccccc1	-9	1	4	0	0	-4	5	x
CCN(CC(=O)Nc1ccc(OC)cc1)C(=O)c1cc(S(=O)(=O)N2CCOCC2)ccc1N1CCCC1	-7	-3	-12	0	-1	6	-8	x
COCC(C)n1c(C)cc(C(=O)COC(=O)CNC(=O)c2ccccc2)c1C (stereo not drawn)	0	x	8	x	-3	-6	x	0.3
CCCCOc1ccccc1NC(=O)c1ccco1	x	-3	-2	-4	x	-14	-8	x
COc1ccc(S(=O)(=O)Nc2ccc3c(c2)C(=O)N([C@H](C)CO)C[C@@H](C)[C@H](CN(C)C)OCCCC[C@H](C)O3)cc1	-40	-1	-1[16.7 µM]	1	-2	0	-1	-0.1
COc1ccccc1C#Cc1ccc2c(c1)[C@@H]1[C@@H](CCN1C(=O)Cc1ccccc1)[C@@H](CO)N2	-25	-5	2[16.7 µM]	19	1	7	12	-0.1
CCc1nnc(NC(=O)C2CCC(CNc3c(N4CCC(C)CC4)c(=O)c3=O)CC2)s1 (stereo not drawn)	7	8	-4	-1	2	-7	-5	x
Cc1noc(C)c1S(=O)(=O)Nc1ccc2c(c1)C(=O)N([C@H](C)CO)C[C@@H](C)[C@@H](CN(C)S(=O)(=O)c1cn(C)cn1)OCCCC[C@H](C)O2	7	-1	-3[16.7 µM]	0	1	3	8	x
CCOc1ccccc1N(CC(=O)Nc1ccc(OC)cc1)S(=O)(=O)c1ccccc1	-6	-1	30	-1	5	0	-14	0.0
CC(C)C(C)(C#N)NC(=O)CSc1nc2scc(-c3ccco3)c2c(=O)n1-c1ccccc1 (stereo not drawn)	x	2	6	1	x	10	2	x
Cc1c(C(=O)NC2CC(C)(C)NC(C)(C)C2)oc2c(Cl)cccc12	7	4	-7	-2	-2	2	5	7.8
CO[C@H]1CN(C)C(=O)c2ccc(NS(C)(=O)=O)cc2OC[C@H](C)N(C(=O)C2CCC2)C[C@@H]1C	1	-2	9[16.7 µM]	-2	-2	x	3	0.1
COc1ccc(C(=O)C2CCN(CC(=O)Nc3ccccc3F)CC2)cc1	-9	1	-4	-2	-1	12	-3	0.2
O=C(Oc1ccc2c(c1)OCO2)c1ccc(F)cc1Cl	x	-5	-15	-3	x	5	-2	x
Cc1ccc(NC(=O)c2ncn(CC(=O)NCc3ccccc3)n2)cc1C	-5	2	-1	1	2	-4	0	0.0
CN(C)S(=O)(=O)Oc1ccsc1C(=O)Nc1ccc(Cl)c(Cl)c1	x	-1	23	-4	x	-32	10	x
Cc1ccc(S(=O)(=O)Nc2ccc3c(c2)C(=O)N([C@H](C)CO)C[C@H](C)[C@H](CN(C)S(=O)(=O)c2ccc(Cl)cc2)O3)cc1	10	x	x	x	0	8	x	1.0
CCN(CC(=O)Nc1ccc(NC(C)=O)cc1)C(=O)c1c(C)nn(-c2ccc(F)cc2)c1Cl	-7	-1	x	-1	2	4	3	x
C[C@@H]1CN([C@@H](C)CO)C(=O)c2cc(NC(=O)Nc3ccc(F)cc3)ccc2O[C@H]1CN(C)S(=O)(=O)c1ccc(Cl)cc1	17	3	13[16.7 µM]	-11	0	1	5	1.7
Cc1cccc(-c2cccc(NC(=O)C3CCCN(Cc4cccnc4)C3)c2)c1 (stereo not drawn)	-7	-2	-6	2	3	-7	-12	0.4
CCOC(=O)C1CCN(S(=O)(=O)c2c(C(=O)N3CCCCC3)c(C)n(C)c2C)CC1	7	1	-1	0	-1	6	9	0.5
C[C@H](CO)N1C[C@H](C)[C@H](CN(C)C(=O)N[C@H](C)c2ccccc2)OCc2ccccc2-c2c(n(C)c3ccccc23)C1=O	-5	-1	-5	0	x	10	-4	-4.4
Cc1ccc(NC(=O)C2CCN(C(=O)N3CCOc4ccccc43)CC2)cc1	-15	-2	-6	0	8	-19	-10	-0.6

An excerpt of these results, with values under each structure.
Every second line gives: RAD52 inh, PglD inh, miR-122 sensor, Cneo AK release, ERAP1 inh, PGC1a acetyl inh, RAD54 inh, E-sel inducer
- Cc1ccc(S(=O)(=O)Nc2ccc3c(c2)C(=O)N([C@H](C)CO)C[C@H](C)[C@H](CN(C)S(=O)(=O)c2ccc(Cl)cc2)O3)cc1
  10, x, x, x, 0, 8, x, 1.0
- CCN(CC(=O)Nc1ccc(NC(C)=O)cc1)C(=O)c1c(C)nn(-c2ccc(F)cc2)c1Cl
  -7, -1, x, -1, 2, 4, 3, x
- C[C@@H]1CN([C@@H](C)CO)C(=O)c2cc(NC(=O)Nc3ccc(F)cc3)ccc2O[C@H]1CN(C)S(=O)(=O)c1ccc(Cl)cc1
  17, 3, 13[16.7 µM], -11, 0, 1, 5, 1.7
- Cc1cccc(-c2cccc(NC(=O)C3CCCN(Cc4cccnc4)C3)c2)c1 (stereo not drawn)
  -7, -2, -6, 2, 3, -7, -12, 0.4

4 records drawn at random from the list so far, as already listed:
SMILES	RAD52 inh	PglD inh	miR-122 sensor	Cneo AK release	ERAP1 inh	PGC1a acetyl inh	RAD54 inh	E-sel inducer
O=C(Oc1ccc2c(c1)OCO2)c1ccc(F)cc1Cl	x	-5	-15	-3	x	5	-2	x
COc1cn(-c2ccccc2)nc1C(=O)NCc1ccccc1	-9	1	4	0	0	-4	5	x
Cc1c(C(=O)NC2CC(C)(C)NC(C)(C)C2)oc2c(Cl)cccc12	7	4	-7	-2	-2	2	5	7.8
C[C@@H]1CN([C@@H](C)CO)C(=O)c2cc(NC(=O)Nc3ccc(F)cc3)ccc2O[C@H]1CN(C)S(=O)(=O)c1ccc(Cl)cc1	17	3	13[16.7 µM]	-11	0	1	5	1.7

Next compounds:
SMILES	RAD52 inh	PglD inh	miR-122 sensor	Cneo AK release	ERAP1 inh	PGC1a acetyl inh	RAD54 inh	E-sel inducer
COc1ccc(CCNC(=O)c2nonc2N)cc1OC	x	7	-1	0	x	11	1	x
COC(=O)c1ccc(/C=C/C(=O)c2ccc(OC)c(OC)c2)cc1	x	-1	-5	-1	x	36	4	x
Cc1cccc2nc(CSc3nc4[nH]ncc4c(=O)n3-c3cccc(Cl)c3)cc(=O)n12	x	-7	-6	-3	x	0	-14	0.0
O=C(C[C@H]1CC[C@@H]2[C@H](COC[C@H](O)CN2Cc2ccc(C(F)(F)F)cc2)O1)NCCc1ccccc1	5	-1	-11[16.7 µM]	1	1	-8	5	0.1
CN1C[C@@H]2C(c3ccc(C(F)(F)F)cc3)C3(c4ccc(C#N)cc4)CC2(C3)[C@H]1c1ccccc1 (stereo partly drawn)	-32	-2	0	0	1	-7	4	-0.2
CC(=O)Nc1ccc(S(=O)(=O)NCCSc2ccccn2)cc1	x	3	-3	-2	x	-2	-2	x
O=C(c1cc(COc2ccc(F)cc2F)on1)N1CC2C[C@@H]3CC1C[C@H](C2)C3	-12	-3	16	0	-1	2	9	x
Cc1cccc(NC(=O)CCN2C(=O)C3C4C=CC(C4)C3C2=O)c1 (stereo not drawn)	2	-4	-6	0	5	-8	2	x
CC(C)c1ccc(CN2C(=O)NC3(CCCCCC3)C2=O)cc1	-8	-3	1	2	0	x	7	0.2
CC(C)[C@H](NC(=O)OCc1ccccc1)C(=O)OCC(=O)NCCc1ccccc1	-16	-1	6	-6	2	15	4	x
CNC(=S)NC1CC2CCCC(C1)N2Cc1ccccc1OC (stereo not drawn)	26	-4	1	1	-5	12	-5	0.3
COc1ccc2c(c1)C1OCCC1C(c1ccco1)N2 (stereo not drawn)	x	2	-2	-33	x	-2	-7	x
COc1ccc(S(=O)(=O)N2CCC3(CC2)CN(C(=O)CN(C)C)[C@@H](CO)c2c3c3ccc(OC)cc3n2C)cc1	47	x	x	x	-2	2	x	0.7
CCC/C=C/c1ccc(CN2C(C(C)C)C(=O)N(Cc3cn(CCOCOC)nn3)CCS2(=O)=O)cc1 (stereo not drawn)	-14	2	-4	0	x	-11	-12	3.5
CS(=O)(=O)N1CC(=O)N2[C@H](CO)[C@@H](c3ccc(C#CCc4ccccc4)cc3)[C@H]2C1	-8	x	x	x	4	4	x	-0.1
CCC(Sc1ncccc1C(=O)OC(C)C)C(=O)N1CCOCC1 (stereo not drawn)	x	-2	-1	2	x	2	-10	x
COC(=O)C[C@H]1CC[C@@H]2[C@H](COc3ccc(NC(=O)c4cccs4)cc3C(=O)N2C)O1	x	2	29[16.7 µM]	1	x	-7	1	-0.1
COc1ccccc1OC(C)C(=O)N1CCN(Cc2ccc3c(c2)OCO3)CC1 (stereo not drawn)	-14	3	-7	-5	2	-2	-4	-0.2
C[C@@H]1CN([C@@H](C)CO)C(=O)Cc2cc(NS(=O)(=O)c3ccc(Cl)cc3)ccc2O[C@H]1CN(C)S(C)(=O)=O	8	0	3[16.7 µM]	-4	-1	2	-14	-15
O=C(NC(=S)NCCO)c1sc2ccccc2c1Cl	-14	1	-4	-2	x	-3	-3	-0.9
C[C@H](NC(=O)C[C@H]1C=C[C@H](NC(=O)c2cccnc2)[C@H](CO)O1)c1ccccc1	-15	2	x	-14	6	3	8	-0.1
O=C1c2oc3ccccc3c(=O)c2C(c2cccc(F)c2)N1CCCO (stereo not drawn)	x	-9	0	2	x	-8	-1	x
C[C@H](CO)N1C[C@H](C)[C@H](CN(C)Cc2ccc(Oc3ccccc3)cc2)Oc2cc(Br)ccc2S1(=O)=O	-14&2	5	-2	1	-6&1	-13&-21	1	0.1&-0.1
CC(C)CC#Cc1ccc([C@@H]2[C@@H](CO)N3CCCCN(S(=O)(=O)Cc4ccccc4)C[C@@H]23)cc1	-34	2	-6[16.7 µM]	0	1	-8	1	-0.7
CC(C)C#Cc1ccc2c(c1)O[C@H](CN(C)C(=O)c1ccccc1)[C@@H](C)CN([C@@H](C)CO)S2(=O)=O	11	1	14[16.7 µM]	0	3	-4	-8	0.0
CCc1cccc2c(C(=O)CSc3nnc(-c4ccoc4C)n3C)c[nH]c12	x	-3	-8	2	x	-14	2	x
CSc1ccccc1OCc1cc(C(=O)N2CCC(c3ccncc3)CC2)no1	-20	1	-6	-7	2	x	4	x
COc1ccc(NC(=O)c2cncn2-c2ccccc2)cc1	-11	x	0	x	1	-16	x	0.0

An excerpt of these results, in markdown:
| SMILES | RAD52 inh | PglD inh | miR-122 sensor | Cneo AK release | ERAP1 inh | PGC1a acetyl inh | RAD54 inh | E-sel inducer |
| --- | --- | --- | --- | --- | --- | --- | --- | --- |
| CC(C)c1ccc(CN2C(=O)NC3(CCCCCC3)C2=O)cc1 | -8 | -3 | 1 | 2 | 0 | x | 7 | 0.2 |
| CC(C)[C@H](NC(=O)OCc1ccccc1)C(=O)OCC(=O)NCCc1ccccc1 | -16 | -1 | 6 | -6 | 2 | 15 | 4 | x |
